RORg inh: blocks mouse ROR gamma transcriptional activity | P51450 | AID 2551 | 5.4% of 310,000 active | Drosophila S2 Gal4-RORgamma UAS-luciferase reporter, 20 h | Potency, µM (titrated, usually from 53.6 µM), for inactives: top-dose activity change, negative = inhibition, hits mostly inhibitors; further: potency means the concentration at half of the fitted maximal effect; on the % scale 0 is the no-effect control and ±100 the full control effect; nearly all actives have a fitted effect of over 60% in size
Target sequence (P51450 whole entry, looked up, the tested form may be a part): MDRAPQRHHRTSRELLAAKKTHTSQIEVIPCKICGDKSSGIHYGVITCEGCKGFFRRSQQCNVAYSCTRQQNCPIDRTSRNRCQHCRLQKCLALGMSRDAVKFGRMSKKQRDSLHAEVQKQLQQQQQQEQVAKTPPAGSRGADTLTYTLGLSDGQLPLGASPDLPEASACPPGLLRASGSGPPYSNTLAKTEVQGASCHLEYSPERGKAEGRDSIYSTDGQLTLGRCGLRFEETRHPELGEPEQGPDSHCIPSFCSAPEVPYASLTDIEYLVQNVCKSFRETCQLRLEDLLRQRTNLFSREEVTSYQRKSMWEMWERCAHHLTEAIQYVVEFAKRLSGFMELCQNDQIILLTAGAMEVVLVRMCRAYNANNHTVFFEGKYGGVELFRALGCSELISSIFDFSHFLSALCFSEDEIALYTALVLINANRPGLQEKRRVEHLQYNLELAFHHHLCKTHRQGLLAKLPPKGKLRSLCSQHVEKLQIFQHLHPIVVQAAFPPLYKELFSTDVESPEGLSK
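Luciferase reporter read in Schneider cells carrying Gal4-RORγ (mouse) and UAS-Photinus luciferase; cells given compound 1 h before 700 uM copper sulfate induction, then incubated 20 h at ambient temperature.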
FLuc counter: counter-screen for miR-21 project: firefly luciferase inhibitors or activators. P08659. purified FLuc, Km substrates, luminescence inhibition. Potency, µM (series often up to 57.5 µM), for the others: at the top dose activity change, negative = inhibition, actives largely listed as inhibitors. 6.9% of 360,000 active;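 further: potency means the concentration at half of the fitted maximal effect; plate controls were vehicle for no effect and reference inhibitor for full effect; nearly all actives have a fitted effect of over 55% in size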
Target sequence (P08659 whole entry, looked up): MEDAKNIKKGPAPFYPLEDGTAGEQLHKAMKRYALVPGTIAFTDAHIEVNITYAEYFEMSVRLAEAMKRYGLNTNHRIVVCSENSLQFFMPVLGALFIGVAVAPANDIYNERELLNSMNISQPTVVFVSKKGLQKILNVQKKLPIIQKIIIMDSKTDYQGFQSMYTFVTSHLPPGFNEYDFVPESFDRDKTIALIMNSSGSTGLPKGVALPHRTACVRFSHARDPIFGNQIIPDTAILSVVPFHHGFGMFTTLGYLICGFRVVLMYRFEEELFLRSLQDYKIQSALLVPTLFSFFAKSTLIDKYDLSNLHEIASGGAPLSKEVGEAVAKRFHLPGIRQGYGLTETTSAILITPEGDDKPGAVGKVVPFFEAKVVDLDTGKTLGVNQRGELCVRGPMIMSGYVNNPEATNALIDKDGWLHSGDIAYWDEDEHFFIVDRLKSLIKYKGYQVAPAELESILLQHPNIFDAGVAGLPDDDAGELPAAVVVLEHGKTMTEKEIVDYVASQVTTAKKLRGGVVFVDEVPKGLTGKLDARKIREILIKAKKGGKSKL
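Purified P. pyralis luciferase (10nM final) with 10uM D-luciferin and 10uM ATP (Km levels) in 50mM Tris acetate pH 7.5, 10mM Mg acetate, 0.01% Tween-20, 0.05% BSA; qHTS 6-point titration, ~60 µM downward; luminescence read.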
uPA surface inh: cell surface uPA generation inhibition; cell surface uPA generation assay, qHTS; Potency, µM (highest dose often 38.3 µM), inactives show top-dose activity change, negative = inhibition, hits mostly inhibitors; 0.31% of 330,000 active; AID 540303; active means well fitted inhibition curve with a large enough effect; inconclusive means small, poorly fitted or top-dose-only effect; inactive means no such curve, though single readings can be large or run the other way; tested in mouse RAW 264.7 cells; further: potency means the concentration at half of the fitted maximal effect; on the % scale 0 is the no-effect control and ±100 the full control effect; nearly all actives have a fitted effect of over 55% in size
Coupling enz: counter-screen for Giardia aldolase inhibitors: coupling enzyme system. coupling enzyme system counterscreen, AmpLite Red fluorescence. AID 2472. activity change, negative = inhibition, % at 58.2 µM, hits read low. 0.67% of 290,000 active; in the data active means activity change below about -30%; further: on the % scale 0 is the no-effect control and ±100 the full control effect
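Compounds tested against the coupling enzymes alone at 57.5 uM final; readout was AmpLite Red fluorescence (525/598 nm) after 20 min at RT.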
ELG1 genotoxic: inducers of genotoxicity in HEK293T ELG1-luciferase cells. HEK293T ELG1-luciferase reporter, luminescence, 16 h. Potency, µM (titrated, usually from 46 µM), for inactives: top-dose activity change, positive = activation, hits mostly activators. 1.3% of 330,000 active. AID 504466; further: potency means the concentration at half of the fitted maximal effect; % of control where 0% means no effect; nearly all actives have a fitted effect of over 60% in size
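ELG1-luciferase HEK293T cells, 2,000/well; compound pinned in; 16 hr, 37 °C, 5% CO2; ONE-Glo, 30 min RT; luminescence on CCD imager.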
Tb PFK inh: T. brucei PFK enzyme inhibition. O15648. 0.17% of 330,000 active. T. brucei PFK, ADP-Glo luminescence. Potency, µM (top dose mostly 57.5 µM), for inactives: top-dose activity, negative = inhibition, usual class: inhibitors;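 further: potency means the concentration at half of the fitted maximal effect; 0% = uninhibited 1x PFK enzyme wells and -100% = no-enzyme wells; nearly all actives have a fitted effect of over 60% in size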
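PFK 1.25 nM, F6P 0.5 mM, ATP 0.1 mM, 0.1 M TEA pH 8.0, 5 mM MgCl2, 0.01% Tween20, 0.1% BSA; 45 min RT. ADP-Glo readout. qHTS titration up to 57 uM; curves fitted, compounds curve-classed.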
Rab9 promoter act: Rab9 promoter activation. 2.8% of 320,000 active. Huh7 Rab9 promoter-luciferase reporter, luminescence, 24 h. Potency, µM (highest dose often 9.22 µM), for the others: at the highest dose activation, negative = inhibition, hits mostly activators. AID 485297; further: potency means the concentration at half of the fitted maximal effect; % of control where 0% means no effect; nearly all actives have a fitted effect of over 60% in size
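Promoter activation is measured as luciferase luminescence in Huh7 cells stably transfected with a Rab9 promoter–luciferase construct, following 24 h compound exposure at 37 °C and 10 min reagent incubation at ambient temperature.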
NPC1 promoter act: NPC1 promoter activation; 2.4% of 320,000 active; Potency, µM (top dose mostly 9.22 µM), for inactives: at the highest dose activation, usual class: activators; Huh7 NPC1 promoter luciferase reporter, 24 h; AID 485313;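 further: potency means the concentration at half of the fitted maximal effect; % of control where 0% means no effect; nearly all actives have a fitted effect of over 60% in size; reporter is driven by a mutant NPC1 promoter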
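NPC1 promoter–luciferase Huh7 cells; 24 h compound; luminescence.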
KCNH2 3.1 inh: inhibitors of human KCNH2 3.1 potassium channel isoform; activity change, % (tested at about 1.8 µM); 0.95% of 340,000 active; U2OS KCNH2 3.1, thallium flux FluxOr; hits give low values; AID 720553;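 active means maximum activity change below -70%; inconclusive means maximum activity change from -70% to -50%; inactive means maximum activity change above -50%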;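 further: thallium influx rate constant from kinetic fluorescence after stimulation buffer; on the % scale 0 is the no-effect control and ±100 the full control effect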
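Thallium flux via FluxOr fluorescence (Red40 quencher, 45 min loading) in U2OS cells virally expressing the KCNH2 3.1 isoform (1.77 x 10^8 /mL virus, overnight at 37 C). Rate constants from 2-min kinetic reads post-stimulation, normalised to positive and negative controls.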
Gal4-VP16 FLuc: counter-screen for ROR gamma inhibitors: Gal4-VP16 reporter; Drosophila S2 Gal4-VP16 UAS-luciferase, luminescence, 20 h; Potency, µM (series often up to 53.6 µM), without a hit: at the highest dose activity, negative = inhibition, actives largely listed as inhibitors; 3.5% of 310,000 active; AID 2546;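 further: Gal4-VP16 expression switched on by copper sulfate through the metallothionein promoter; potency means the concentration at half of the fitted maximal effect; on the % scale 0 is the no-effect control and ±100 the full control effect; nearly all actives have a fitted effect of over 50% in size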
Giardia kill: Giardia lamblia killing; Giardia lamblia trophozoite viability; activity change, % at 7.66 µM, hits read low; 0.15% of 340,000 active; in the data active means activity change below about -80%; inconclusive means between about -30% and that limit;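 further: parasites exposed to compound for two days anaerobically before the ATP read; on the % scale 0 is the no-effect control and ±100 the full control effect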
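Media and compound were dispensed first, then trophozoites at 100 cells/well; plates sat 48 hrs at 37 deg C without oxygen before ATP luminescence reagent was added and read after 15-30 min at room temperature.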
Numbers without * were called inactive; ? = inconclusive; . = no result given; & = joins results of further samples; [ ] = dose if it differs, or a comment. Unless noted, the call rests on the fitted dose curve; in most records, active means well fitted curve in the direction sought with a large enough effect; inconclusive means small, poorly fitted or top-dose-only effect, or another doubt; inactive means no such curve, though single readings can be large; an effect the other way counts as inactive or inconclusive.

1: CC1=C(C(=O)Nc2ccc(Cl)cc2)C(c2ccncc2)C(C#N)=C(SCC(N)=O)N1 (stereo not given)
2: CCOc1ccc(CNC(=O)C2CCN(S(=O)(=O)CC)CC2)cc1OC
3: O=C(Cc1ccccc1)Nn1cnc2ccccc21
4: CC1CC(C)CN(c2cc(=O)n(Cc3ccc(F)cc3)c(=O)[nH]2)C1 (stereo not given)
5: O=C(CCS(=O)(=O)c1cc2c(cc1Cl)NC(=O)CO2)NCCc1ccccc1
6: CN(c1ccc(C(=O)N2CCN(Cc3ccc4c(c3)OCO4)CC2)cc1)S(=O)(=O)c1ccccc1
7: CCCc1[nH]nc2c1C(c1ccsc1)C(C#N)=C(N)O2 (stereo not given)
8: Cc1c(C=O)c(Cl)n(C)c(=O)c1C#N
9: CCOc1cc(/C=C(\C#N)C(=O)NCC2CCCO2)ccc1O (stereo not given)
10: Cc1ccc(/C=c2\sc3nc(-c4cccnc4)nn3c2=O)cc1

screen / no.	1	2	3	4	5	6	7	8	9	10
ELG1 genotoxic	-11%	1%	-3%	-4%	-1%	-16%	2%	0%	3%	9%
uPA surface inh	0%	1%	-6%	3%	4%	.	-4%	4%	-2%	5%
NPC1 promoter act	2%	4%	2%	0%	-2%	-3%	0%	1%	0%	9%
Giardia kill	4	3	6	-2	1	25	12	-5	13	8
RORg inh	34%	8%	24%	4%	-19%	17%	10%	-20%	?	3%
Coupling enz	-7	-3	3	1	.	0	-3	-46*	-3	-1
Rab9 promoter act	1%	-1%	-5%	-5%	-7%	-17%	-2%	2%	-1%	8%
Tb PFK inh	-2%	-6%	2%	-3%	-3%	3%	-2%	-3%	0%	7%
KCNH2 3.1 inh	-17	7	6	-1	-2	-13	-13	1	-4	-9
FLuc counter	8%	1%	2%	0%	0%&3%	2%	?	-20%	2%&-15%	4.8µM*
Gal4-VP16 FLuc	3%	3%	0%	4%	-5%	-9%	-9%	0%	?	-1%

11: Cc1cc(C)cc(N2C(=O)CSC2c2cccs2)c1 (stereo not given)
12: CCOC(=O)/C(C#N)=C1\SS/C(=C(/C#N)C(=O)OCC)S1
13: COc1ccc(C2Nc3ccccc3C(=O)N2Cc2ccccc2)cc1 (stereo not given)
14: O=C(NCc1nc(-c2ccc(C(F)(F)F)cc2)no1)c1cccs1
15: Cc1ccc(NC(=S)c2nc3ccccc3[nH]2)c(C)c1
16: O=C(NN=C1c2ccccc2-c2ccccc21)c1ccccc1Br
17: Cc1noc(C)c1S(=O)(=O)N(CC(=O)N1CCCCCC1)c1ccc(C(C)C)cc1
18: O=C(C[C@@H]1C/C=C\CC[C@@H](Cc2ccc(F)cc2)C(=O)OC[C@@H]2CCCN2C1=O)NCCO
19: CCc1ccc(C(=O)NNC(=O)C2CCN(c3ncnc4sc(C)c(C)c34)CC2)cc1
20: Cc1nc2sc(-c3ccccc3)cc2c(=O)n1/N=C/N(C)C

screen / no.	11	12	13	14	15	16	17	18	19	20
ELG1 genotoxic	-6%	-2%	-3%	-2%	?	-6%	-4%	-1%	-7%	?
uPA surface inh	-5%	.	?	18%	-16%	.	-3%	3%	-2%	-2%
NPC1 promoter act	6%	-6%	1%	7%	3.5µM*	-2%	4%	.	-1%	2.5µM*
Giardia kill	-7	.	-12	1	-16	7	1	-16	-3	5
RORg inh	-1%	-16%	60%	14%	14µM*	7.1µM*	-36%	.	.	-26%
Coupling enz	-17	2	1	-9	0	-11	8	.	.	-2
Rab9 promoter act	15%	0%	-4%	1%	3.5µM*	-25%	-2%	.	-7%	2.8µM*
Tb PFK inh	0%	?	-1%	0%	0%	2%[0.46 µM]	9%	0%	1%	-8%
KCNH2 3.1 inh	2	.	0	-5	-1	-11	1	-3	-12	.
FLuc counter	1%	?	0%	-13%	1.7µM*	?	3%	.	-11%	19µM*
Gal4-VP16 FLuc	-5%	23%	2%	-1%	?	10µM*	-1%	.	.	?

21: COc1ccc(C2c3cc(OC)c(OC)cc3CCN2S(C)(=O)=O)cc1OC (stereo not given)
22: CCS(=O)(=O)NCc1csc(-c2ccccc2)n1
23: O=C(CCNS(=O)(=O)c1ccc(Cl)cc1)N1CCN(c2ccccn2)CC1
24: CC1(C)CC(=O)C2=C(C1)N(c1cccc(Cl)c1)C(=O)NC2(C(F)(F)F)C(F)(F)F
25: Cc1nc(N)sc1N=Nc1c(C)n(C)n(-c2ccccc2)c1=O
26: COc1ccc(-c2nc3ccc(C(=O)NCC(OC)OC)cc3nc2-c2ccc(OC)c(OC)c2)cc1OC
27: CC(C)CCc1c(O)nc(SCC(C)C)[nH]c1=O
28: O=C(NC(=S)N1CCCCC1CO)c1cccs1 (stereo not given)
29: Cc1ccccc1Cn1nc(C)c(NC(=O)c2cc3n(n2)C(C(F)F)CC(C(F)F)N3)c1C (stereo not given)
30: N#Cc1ccc(C(=O)Nc2cc(S(=O)(=O)N3CCOCC3)ccc2N2CCCC2)cc1

screen / no.	21	22	23	24	25	26	27	28	29	30
ELG1 genotoxic	5%	?	-4%	2%	6%	1%	0%	3%	-3%	5%
uPA surface inh	-11%	7%	1%	16%	3%	4%	-1%	-2%	7%	0%
NPC1 promoter act	-7%	9%	1%	-3%	0%	-3%	1%	.	-1%	.
Giardia kill	12	-12	-2	-4	7	-3	-4	19	-18	-21
RORg inh	-29%	-7%	1%	34%	-11%	-1%	10%	.	-13%	.
Coupling enz	-1	-1	5	3	-1	-1	-1	.	-2	.
Rab9 promoter act	0%	-3%	-6%	2%	?	4%	-1%	.	0%	.
Tb PFK inh	2%	1%	?	8%	2%	-4%	2%	-23%	-2%	13%
KCNH2 3.1 inh	-10	-5	0	4	10	0	-11	10	12	-14
FLuc counter	2%	-16%	-1%	3%	0%	0%	-3%	.	-1%	.
Gal4-VP16 FLuc	4%	32%	1%	-11%	-6%	-3%	1%	.	2%	.

31: CCN(C(=O)CSc1cc(-c2ccccc2)c2ccc(OC)cc2n1)C1CCS(=O)(=O)C1 (stereo not given)
32: O=C(O)C1C2C=CC(C2)C1C(=O)NCc1ccco1 (stereo not given)
33: O=C(C1CCN(S(=O)(=O)c2ccc(Br)s2)CC1)N1CCc2ccccc21
34: O=C(CSc1nnc(NC2CCCCC2)s1)NN1C(=O)NC2(CCCCC2)C1=O
35: CCc1ccccc1NC(=O)CSc1nnc(Cn2cnc3ccccc32)o1
36: CSc1ccc(S(=O)(=O)Nc2ccc3c(c2)NC(=O)CC3)cc1
37: O=C(O)c1cc2cc(Oc3ccccc3)ccc2[nH]1

screen / no.	31	32	33	34	35	36	37
ELG1 genotoxic	-1%	3%	-9%	5%	3%	-7%	2%
uPA surface inh	-10%	10%	-7%	2%	0%	-5%	-1%
NPC1 promoter act	0%	-3%	-11%	1%	-2%	-8%	-1%
Giardia kill	-16	-24	2	-7	-3	28	-19
RORg inh	29%	1%	36%	39%	36%	-6%	-14%
Coupling enz	1	3	-3	0	0	-1	14
Rab9 promoter act	1%	-2%	-4%	-4%	-2%	-8%	4%
Tb PFK inh	-6%	-4%	-3%	1%	-4%	0%	2%
KCNH2 3.1 inh	-14	-7	?	-4	-2	14	0
FLuc counter	-14%	-1%	2%	1%	3%	-4%	?
Gal4-VP16 FLuc	-24%	-8%	14%	-5%	-9%	?	12%

3 of the compounds above, with values under each structure.
Below each compound – ELG1 genotoxic, uPA surface inh, NPC1 promoter act, Giardia kill, RORg inh, Coupling enz, Rab9 promoter act, Tb PFK inh, KCNH2 3.1 inh, FLuc counter, Gal4-VP16 FLuc
26	COc1ccc(-c2nc3ccc(C(=O)NCC(OC)OC)cc3nc2-c2ccc(OC)c(OC)c2)cc1OC
    1%, 4%, -3%, -3, -1%, -1, 4%, -4%, 0, 0%, -3%
34	O=C(CSc1nnc(NC2CCCCC2)s1)NN1C(=O)NC2(CCCCC2)C1=O
    5%, 2%, 1%, -7, 39%, 0, -4%, 1%, -4, 1%, -5%
20	Cc1nc2sc(-c3ccccc3)cc2c(=O)n1/N=C/N(C)C
    ?, -2%, 2.5µM*, 5, -26%, -2, 2.8µM*, -8%, ., 19µM*, ?
